# Screening data as filed in PubChem.
# TNAP inh noacc: inhibitors of human TNAP without phosphate acceptor; purified TNAP, CDP-star luminescence, 30 min; inhibition, % at 20 µM; 200,000 compounds, 0.26% hits;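 active = tissue-nonspecific alkaline phosphatase inhibition above about 50% at 20 µM in the single-dose screen, limit read from the data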;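 note: 0% = DMSO negative control and 100% = EDTA positive control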
# Target sequence (P05186 whole entry, looked up): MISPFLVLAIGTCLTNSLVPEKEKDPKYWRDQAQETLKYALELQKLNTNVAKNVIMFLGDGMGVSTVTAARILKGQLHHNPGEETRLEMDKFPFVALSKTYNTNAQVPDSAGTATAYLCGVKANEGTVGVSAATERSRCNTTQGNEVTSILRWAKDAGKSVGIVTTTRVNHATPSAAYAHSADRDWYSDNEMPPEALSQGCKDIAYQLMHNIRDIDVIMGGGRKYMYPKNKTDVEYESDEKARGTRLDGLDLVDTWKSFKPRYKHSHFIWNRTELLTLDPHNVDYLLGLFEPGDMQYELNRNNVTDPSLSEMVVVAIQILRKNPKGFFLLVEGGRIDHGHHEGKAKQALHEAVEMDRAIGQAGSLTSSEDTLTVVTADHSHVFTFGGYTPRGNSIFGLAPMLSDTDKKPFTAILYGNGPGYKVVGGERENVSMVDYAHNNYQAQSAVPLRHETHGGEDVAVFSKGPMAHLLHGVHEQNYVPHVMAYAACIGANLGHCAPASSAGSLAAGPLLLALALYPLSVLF
# NF-kB neuron act: raises NF-kB expression in human neuronal cells. NF-kB reporter expression; stronger effect = higher value. fold change at 12.5 µM. 190,000 compounds, 1.6% hits; in the data active = fold change above about 3.3
# PMI act: activators of human phosphomannose isomerase | P34949 | purified human PMI, coupled resazurin fluorescence, 20 min; stronger effect = higher value; 1 = vehicle control, 0 substrate-free wells | activation factor at 20 µM | 190,000 compounds, 0.005% hits | AID 1214;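 active = activation factor of 2 or more at 20 µM, relative to plate controls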
# Target sequence (P34949 whole entry, looked up): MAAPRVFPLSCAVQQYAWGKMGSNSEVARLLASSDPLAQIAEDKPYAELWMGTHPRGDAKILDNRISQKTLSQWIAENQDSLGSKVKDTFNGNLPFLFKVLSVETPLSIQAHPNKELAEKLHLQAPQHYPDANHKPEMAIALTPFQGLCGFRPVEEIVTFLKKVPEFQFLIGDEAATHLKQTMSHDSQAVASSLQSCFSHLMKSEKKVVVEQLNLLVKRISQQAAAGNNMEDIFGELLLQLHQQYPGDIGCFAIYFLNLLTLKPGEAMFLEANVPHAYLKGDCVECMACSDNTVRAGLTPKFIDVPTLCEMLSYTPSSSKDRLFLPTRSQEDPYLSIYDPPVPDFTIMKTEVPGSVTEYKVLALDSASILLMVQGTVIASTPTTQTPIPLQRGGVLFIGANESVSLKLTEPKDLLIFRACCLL
# TNAP act hi DEA: TNAP (human) activation, high acceptor; purified TNAP, CDP-star luminescence, 1 M DEA, 30 min; stronger effect = higher value; 0 = EDTA background, 1 = DMSO-only activity; activation factor at 20 µM; AID 1136; 200,000 tested, under 10 active;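 active = activation factor at least 2 at 20 µM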
#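 Dosing: 20 µM single point. System: human TNAP. Amount: TNAP 1/800 final. Incubation: 30 min, room temperature. Read-out: TNAP activation factor scaled between EDTA and DMSO control wells. Signal: luminescence from CDP-star hydrolysis. Medium: 1 M DEA, pH 9.8, Mg2+, Zn2+. Control set: EDTA negative control, DMSO positive control.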
# PMI act satM6P: increases human PMI activity with near-saturating mannose 6-phosphate | activation factor at 20 µM | 190,000 compounds, 0.34% hits | P34949 | coupled PMI enzyme assay, resazurin fluorescence, 20 min; stronger effect = higher value; 1 = untreated enzyme, 0 = substrate-free blank | AID 1216;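 active = activation factor of 2 or more at 20 µM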
#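 Test system: human phosphomannose isomerase with PGI, G6PDH, diaphorase coupling enzymes; Amount: PMI at 15 ng/mL final; Reagent: Mannose-6-phosphate 1.0 mM (near-saturating) plus 0.22 mM NADP+; Timing: 20 min, room temperature; Technique: resorufin fluorescence at Ex 544/Em 590 nm; Dosing: 20 µM single dose.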
# FLuc inhib CS: Photinus pyralis luciferase inhibition counter-screen | P08659 | ATPLite firefly luciferase biochemical luminescence, 10 min | inhibition, % at 10 µM | 200,000 compounds, 1.5% hits;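 active = inhibition above about 50% when tested at 10 µM, limit read from the data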
# APP 5'UTR act: APP 5'UTR luciferase reporter activation | SH-SY5Y APP 5'UTR luciferase reporter, luminescence; zero percent = DMSO vehicle wells | activation, % at 2 µM | 190,000 compounds, 1% hits | AID 1276;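 active = activation above a set limit, based on mean plus 3 SD of controls, cut at about 140% in these data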; note: values of inactives mirror those of a sister screen read the other way
# TNAP inh hiacc: blocks human TNAP under high phosphate acceptor concentration. P05186. purified TNAP, CDP-star luminescence, 1 M DEA. inhibition, % at 20 µM. 200,000 compounds, 0.03% hits. AID 1135;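 active = over 50% inhibition of tissue-nonspecific alkaline phosphatase at 20 µM in the single-dose screen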;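 note: plate controls were DMSO wells for no effect and EDTA-quenched wells as full inhibition for full effect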
# FLuc act counter: firefly luciferase counter-screen for stimulation assays. P08659. ATPlite luciferase biochemical, luminescence, 10 min; 0 = ATP-free wells, 1 = DMSO control. activation factor at 10 µM. 200,000 tested, under 10 active. AID 1027;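 active = luciferase activation factor, scaled between plate controls, of at least 2 with compound at 10 µM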
#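 Assay system: Luciferase/luciferin detection reagent, cell-free biochemical luciferase assay / Read-out: luciferase activation / Benchmarks: No-ATP low control, compound-free enzyme-plus-ATP high control / Medium: PBS buffer for ATP / Detection: luminescence measurement of luciferase light output / Schedule: 10 min at ambient temperature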
# bIAP activator: increases bovine intestinal alkaline phosphatase activity. purified bovine IAP, CDP-star luminescence, 30 min; stronger effect = higher value; fold of DMSO-control signal, blank-subtracted. activation factor at 20 µM. 200,000 compounds, 0.17% hits;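 active = activation factor of 2 or more at 20 µM, a signal rise over negative controls twice the positive control's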
# * marks the source's active call; other numbers are inactive results; . = not tested or not shown.
SMILES,TNAP inh noacc,NF-kB neuron act,PMI act,TNAP act hi DEA,PMI act satM6P,FLuc inhib CS,APP 5'UTR act,TNAP inh hiacc,FLuc act counter,bIAP activator
CCN1CCc2nc(SCC(=O)Nc3ccc(OC)cc3)c(C#N)cc2C1,-20,1.1,0.9,1.1,0.6,-5,21,-6,1.1,1
CC(C)(C)NC(=O)CN(C(=O)CN1C(=O)C(=O)c2ccccc21)C(C)(C)C,-10,1.1,1,1,1,-5,5,-4,1.1,0.9
COc1cccc(NC(=O)Cn2c(=O)n(-c3ccccc3)c(=O)c3sccc32)c1,-18,1.1,0.9,1,0.9,-3,8,2,1,1.1
CCCCn1c(=O)n(C)c(=O)c2c(C(F)(F)F)cc(-c3ccncc3)nc21,-3,0.68,0.9,1,1,-9,-5,-2,1.1,0.9
COCCn1c(SCC(=O)Nc2ccc3c(c2)OCCO3)nc2c(c1=O)SC(C)C2 (stereo not given),-15,1.4,1,1,1,-1,-7,-4,1,1
O=c1cc(O)c2ccccc2n1Cc1ccccc1,-11,0.89,0.8,1,0.8,10,7,-4,0.9,0.9
CCCc1cc(=O)n2[nH]c(-c3ccco3)nc2n1,-18,1.1,1,1.1,1,15,-13,-5,0.8,1
Cc1[nH]c2c(ccc3ccccc32)c1C1C(CCN)C1(C)C (stereo not given),-1,0.92,0.9,1.1,0.9,-4,2,-7,1,0.9
CCC(=O)Nc1cc(-c2nn3c(C)nnc3s2)ccc1C,-9,0.94,0.9,1,1,-5,0,-3,1,1
Fc1cccc(CSc2ccc3nnc(-c4ccccn4)n3n2)c1,-11,0.86,1.1,1,1.1,-5,14,-4,1.1,1
O=C(NNC(=O)c1ccc2ncccc2c1)c1ccc(Cl)cc1,-84,0.95,1.1,1,1,-1,18,-4,1,1.4
O=C(Nc1ccccc1Br)C1CCC(=O)N1Cc1ccccc1Cl (stereo not given),-8,1.2,0.9,1,0.9,-3,.,4,1,0.9
Cn1nc(-c2ccc(OCC(=O)NCC3CCCO3)cc2)c2ccccc2c1=O (stereo not given),0,0.7,1,1.1,1.1,-9,3,-6,1.1,1.1
CC(=O)c1ccc(NC(=O)c2ccc(C)c(Br)c2)cc1,-5,4*,1,1,1,12,203*,-4,0.9,1.4
CCCCC(=O)Nc1ccc(NC(=O)c2cc(OC)c(OC)c(OC)c2)cn1,-16,0.82,1,1.1,1,-8,4,-8,1.1,1
Cc1ccc(C2(CC(=O)N3CCCC3)CCOC(C(C)C)C2)cc1 (stereo not given),-18,0.82,1,1,1,-3,-1,-2,1,1.1
CCOC(=O)c1sc2ccccc2c1OC(=O)c1ccc(C)cc1,-8,0.62,0.9,1,0.9,-5,4,3,1.1,0.9
CC(=O)N(Cc1cc2ccc(C)c(C)c2n2nnnc12)C1CCCC1,-7,.,0.9,1,1,-3,.,-3,1,1
Cc1ccc(C(=O)COC(=O)CNC(=O)COc2ccccc2C)cc1C,10,0.99,1,1,1,1,9,3,1,0.9
O=c1c2ccccc2nc(SCc2cc(F)cc3c2OCOC3)n1Cc1ccco1,-1,1.5,1,1.1,1,-9,-2,-5,1.1,1
Cc1nc(SCC(=O)Nc2c(C)n(C)n(-c3ccccc3)c2=O)nc(C)c1C,-12,0.97,0.9,1,0.9,-5,-4,-1,1,0.9
CCOC(=O)C1=C(c2ccccc2)O/C(=C(/C#N)C(F)(F)F)S1,0,8.6*,1,1,1.1,-9,-17,-2,1.1,0.8
O=C(NC1CC2CCCC(C1)N2Cc1cccs1)N1CCOCC1 (stereo not given),-6,1.2,0.9,1,0.9,-4,-3,-4,1,0.9
COc1ccccc1C(=O)N/C(=C/c1cccc([N+](=O)[O-])c1)C(=O)Nc1cccc(C(=O)O)c1,-4,1.6,1.3,1,1.3,-1,4,-4,1,0.9
CC12CCC(=O)N1c1c(sc3nc(N4CCOCC4)c4c(c13)CCCC4)C(=O)N2 (stereo not given),-13,0.75,0.8,1.1,0.8,-6,-2,-13,1.1,1.2
CN(C)c1ccc(NC(=O)c2ccc3nsnc3c2)cc1,-5,2.6,0.9,1,0.9,37,18,4,0.6,0.9
O=C(Nc1cc(C(F)(F)F)ccc1F)C1CCC1,-12,1.2,1.1,1,1.1,3,0,-4,1,1
O=C1CCCN1CCCN=c1c([N+](=O)[O-])nn(-c2ccc(Cl)cc2)n1O,-6,1.1,1,1,1,-5,-6,3,1,0.9
CCC1(c2ccc(F)cc2)NC(=O)N(CC(=O)Nc2ccc(C)c(S(=O)(=O)N3CCOCC3)c2)C1=O (stereo not given),-20,1.1,1.1,1,1.1,-6,-5,-4,1.1,1.1
CN(CCOC(=O)c1ccc2c(c1)OCCO2)C(C)(C)C,-8,1.2,1.2,1,1.2,-6,4,-4,1.1,1.1
CS(=O)(=O)N1Cc2ccccc2CC1C(=O)OCC(=O)Nc1ccc2ccccc2c1 (stereo not given),-3,0.98,1,1.1,1,-9,-25,-8,1.1,0.9
CCc1nn(CC(=O)NCCCN2CCCC2=O)c(=O)c2cc3sccc3n12,7,1.2,0.9,1,1,-3,24,-3,1,1
COc1ccc(CCn2c(C)cc(C(=O)CSc3nnnn3C)c2C)cc1,-8,0.92,0.8,1,0.9,-2,-2,1,1,1
COc1cc(CNn2cnnc2)ccc1OCC(=O)NC(C)(C)C,-11,1.2,1.1,1,1,-4,14,-4,1,1
O=C(Nc1ccc(Cl)c(S(=O)(=O)N2CCOCC2)c1)c1ccc(OCC2CCCO2)cc1 (stereo not given),2,0.99,1.1,0.9,1.1,5,0,9,0.9,1.1
O=C(OC(C(=O)NC1CCCCC1)c1ccccn1)c1cccs1 (stereo not given),-3,1.3,0.9,1,1,-6,7,-2,1.1,1.1

# Some of these compounds in order of SMILES length, highest first.
SMILES,TNAP inh noacc,NF-kB neuron act,PMI act,TNAP act hi DEA,PMI act satM6P,FLuc inhib CS,APP 5'UTR act,TNAP inh hiacc,FLuc act counter,bIAP activator
CCC1(c2ccc(F)cc2)NC(=O)N(CC(=O)Nc2ccc(C)c(S(=O)(=O)N3CCOCC3)c2)C1=O (stereo not given),-20,1.1,1.1,1,1.1,-6,-5,-4,1.1,1.1
O=C(Nc1ccc(Cl)c(S(=O)(=O)N2CCOCC2)c1)c1ccc(OCC2CCCO2)cc1 (stereo not given),2,0.99,1.1,0.9,1.1,5,0,9,0.9,1.1
CC12CCC(=O)N1c1c(sc3nc(N4CCOCC4)c4c(c13)CCCC4)C(=O)N2 (stereo not given),-13,0.75,0.8,1.1,0.8,-6,-2,-13,1.1,1.2
O=C1CCCN1CCCN=c1c([N+](=O)[O-])nn(-c2ccc(Cl)cc2)n1O,-6,1.1,1,1,1,-5,-6,3,1,0.9
COc1ccc(CCn2c(C)cc(C(=O)CSc3nnnn3C)c2C)cc1,-8,0.92,0.8,1,0.9,-2,-2,1,1,1
O=C(OC(C(=O)NC1CCCCC1)c1ccccn1)c1cccs1 (stereo not given),-3,1.3,0.9,1,1,-6,7,-2,1.1,1.1
CN(CCOC(=O)c1ccc2c(c1)OCCO2)C(C)(C)C,-8,1.2,1.2,1,1.2,-6,4,-4,1.1,1.1
CN(C)c1ccc(NC(=O)c2ccc3nsnc3c2)cc1,-5,2.6,0.9,1,0.9,37,18,4,0.6,0.9
O=C(Nc1cc(C(F)(F)F)ccc1F)C1CCC1,-12,1.2,1.1,1,1.1,3,0,-4,1,1

# (continued)
SMILES,TNAP inh noacc,NF-kB neuron act,PMI act,TNAP act hi DEA,PMI act satM6P,FLuc inhib CS,APP 5'UTR act,TNAP inh hiacc,FLuc act counter,bIAP activator
CC(C)c1cc(Br)ccc1OCCN1C(=O)NC(C)(C)C1=O,-3,.,0.8,1,0.8,2,-1,2,1,0.9
O=C(N/N=C/c1ccc([N+](=O)[O-])o1)c1cn(-c2ccccc2)nc1-c1ccc(Cl)cc1,-6,1.1,1.4,1,1.4,-3,12,4,1,0.9
Cc1oc(-c2cc(F)ccc2F)nc1CN1CCCN(C(=O)c2ccco2)CC1,-12,1.1,1,1.1,1,-5,-4,-7,1,1
Cc1ccc(/C=C2/NC(=O)N(Cc3ccccc3)C2=O)o1,-11,1.3,1,1,0.9,7,-8,0,0.9,0.9
CCC(=O)N1c2ccccc2NC2=C(C(=O)CC(c3ccco3)C2)C1c1ccco1 (stereo not given),-12,1.1,0.9,1,1,-4,5,-4,1,1
O=C(CSc1nc2cc(Cl)ccc2o1)Nc1ccc(N2CCOCC2)cc1,-4,1.4,1,1,1,3,58,3,1,1.1
CC(=O)C1=C(C)N(Cc2ccccc2)C(=O)N[C@H]1c1cccc(C(F)(F)F)c1,-6,0.91,1,1,1,-10,18,-3,1.1,1.1
CC(C)CCNc1nc(N2CCCC2)c2c(c1C#N)CCN(C)C2,-7,0.91,0.8,1,0.9,-3,-16,-1,1,1.1
COc1cccc(Nc2cc(C)nc3ccccc23)c1,-6,1.1,1,1,1.1,-5,-5,-2,1,0.8
Cc1ccc(-c2nc(CS(=O)CC(=O)NC3CCCC3)c(C)o2)cc1 (stereo not given),1,0.97,1.1,1,1.1,4,.,-4,1,1
CCCCn1nc2cc(C(=O)NCCc3ccc(C)cc3)ccc2c1OCC,-11,1.1,0.9,1.1,0.9,-5,16,-5,1,1
COc1ccc(Cn2nnnc2C(c2ccccc2OC)N2CCC(C(N)=O)CC2)cc1 (stereo not given),-12,0.91,1,1,1,-1,-6,-1,1,1
CCOC(=O)C1=C(Cn2cnc3ccccc32)NC(=O)NC1c1cc(C)ccc1C (stereo not given),-1,0.93,0.8,1,0.9,-2,-8,-1,1,0.9
O=C(CN1C(=O)COc2ccccc21)N(CCCN1CCOCC1)CC1CC=CCC1 (stereo not given),-4,1.1,1,1,0.9,5,15,-4,1,1
CCOc1cc(/C=N/NC(=O)c2cccnc2)ccc1OC(=O)c1ccco1,-7,1.1,1,1,1,-3,-10,1,1,1.1
O=C(CCN1CCN(CCO)CC1)Nc1ccc(C2CCCC2)cc1,-7,1.2,1.1,1,1.1,-8,25,-4,1.1,1
COc1cccc(NC2=C(Cl)C(=O)OC2OC(=O)c2ccco2)c1 (stereo not given),1,1.1,1.2,1,1.1,-8,0,-1,1.1,1
CCC(=O)Nc1c2c(nn1-c1ccc(OC)cc1)CS(=O)C2 (stereo not given),-23,1,1.1,1.1,1,-6,23,-7,1.1,1
CC(C)c1nc2n[nH]c(N)c2c2c1CCCC2,-2,0.78,1,1,0.9,-4,17,-3,1,0.9
Cc1cnc(C(=O)N2CCCC(C(=O)c3ccc(C(F)(F)F)cc3)C2)cn1 (stereo not given),-5,1.9,.,1,.,-5,23,-1,1,1
Cc1ccc(O)c(NC(=O)c2cccc(NC(=O)c3ccco3)c2)c1,-6,1.3,1.1,1,1.1,8,2,2,0.9,0.9
